D1 PAM = potentiators of human D1 dopamine receptor; P21728; HEK293 TREx D1 cells, calcium flux, dopamine EC20 potentiation; potentiation, % at 10 µM; 0.036% of 360,000 active; AID 504651; in the data active = potentiation above about 30%; also: 0% is about no effect
Target sequence (P21728 whole entry, looked up): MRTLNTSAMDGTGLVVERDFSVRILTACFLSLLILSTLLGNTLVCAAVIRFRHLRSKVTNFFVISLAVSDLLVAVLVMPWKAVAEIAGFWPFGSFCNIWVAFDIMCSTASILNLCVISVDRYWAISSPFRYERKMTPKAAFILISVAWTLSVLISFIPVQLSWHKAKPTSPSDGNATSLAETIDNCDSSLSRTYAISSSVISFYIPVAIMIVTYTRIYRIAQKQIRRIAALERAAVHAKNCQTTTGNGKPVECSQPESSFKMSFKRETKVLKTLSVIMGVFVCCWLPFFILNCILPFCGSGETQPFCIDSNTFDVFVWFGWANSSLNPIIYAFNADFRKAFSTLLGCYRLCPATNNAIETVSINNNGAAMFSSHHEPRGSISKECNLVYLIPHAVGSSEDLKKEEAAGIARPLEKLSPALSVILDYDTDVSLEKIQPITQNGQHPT
D2 ag = agonists of human D2 dopamine receptor; AID 485358; P14416; HEK293 T-REx D2 cells, calcium flux agonist mode; 0.53% of 340,000 active; activation, % at 2 µM;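 active = activation over 3 SD above normal in the single-dose calcium agonist read, cut at about 30% in these data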; also: 0% is about no effect
Target sequence (P14416 whole entry, looked up): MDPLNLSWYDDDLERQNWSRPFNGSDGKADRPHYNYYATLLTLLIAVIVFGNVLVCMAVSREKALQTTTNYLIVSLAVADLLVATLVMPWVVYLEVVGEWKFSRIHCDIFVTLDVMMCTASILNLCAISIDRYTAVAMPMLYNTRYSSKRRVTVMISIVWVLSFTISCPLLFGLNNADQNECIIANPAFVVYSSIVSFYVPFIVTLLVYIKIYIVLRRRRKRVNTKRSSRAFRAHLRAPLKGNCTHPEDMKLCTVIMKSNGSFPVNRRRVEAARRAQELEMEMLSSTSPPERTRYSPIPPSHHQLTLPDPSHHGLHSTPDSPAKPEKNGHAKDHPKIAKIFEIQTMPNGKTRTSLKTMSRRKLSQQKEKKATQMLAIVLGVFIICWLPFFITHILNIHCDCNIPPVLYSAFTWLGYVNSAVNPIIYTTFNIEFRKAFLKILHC
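HEK293 Trex D2 cells, tetracycline-induced, o/n 30 C 5% CO2; no-wash Ca dye, RT 30–90 min; 10-cycle baseline, 23 nl cpd added, kinetic Ca read 180 s; agonist hits = positive Ca response.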
TRHR ag = activates the human TRH receptor; P34981; TRHR cells, calcium flux fluo-8, FDSS agonist mode; activation, % at 2 µM; 0.18% of 360,000 active; also: 0% is about no effect
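Fluo-8-loaded TRHR cells; 10 s baseline, compound added, kinetic Ca2+ fluorescence read 1/s, agonist mode.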
D2 potentiator = D2 dopamine receptor (human) potentiation; potentiation, % at 10 µM; 0.34% of 340,000 active; P14416; AID 485347; HEK293 T-REx D2, calcium flux, EC20 dopamine potentiation;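 active = potentiation over 3 SD above the plate norm, cut at about 30% in these data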; also: 0% is about no effect
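Calcium flux readout, no-wash dye, 1 read/s. Inducible HEK293 Trex D2 line, overnight 30 C. Compound alone 180 s (agonist flags), then EC20 dopamine, another 180 s to score potentiation.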
D1 antag = human D1 dopamine receptor antagonism | P21728 | HEK293 TREx D1 cells, calcium flux, dopamine EC80; active compounds read low | activity change, negative = inhibition, % at 10 µM | 3.2% of 360,000 active; in the data active = activity change below about -30%; also: % is scaled to controls: 0 for no effect and ±100 for the full control effect
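Inducible Hek293 Trex D1 cells (tetracycline, overnight, 30 C). Calcium dye 30–90 min RT. Antagonist mode: EC80 dopamine added after 180 s compound read.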
D1 ag = activates the human D1 dopamine receptor. P21728. HEK293 T-REx D1 cells, calcium flux, agonist mode. 1% of 360,000 active. activation, % at 2 µM; also: 0% is about no effect
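Tetracycline-induced HEK293 TREx D1 cells, force-coupled to calcium signalling, were dye-loaded with a no-wash calcium kit. Compound was pin-added after a 10 s baseline. Fluorescence was read kinetically at 1 cycle/s for 180 s, with calcium rises flagged as agonism.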
TRHR enhancer = TRH receptor (human) allosteric enhancement. P34981. TRHR cells, fluo-8 calcium fluorescence, EC20 TRH enhancement. enhancement, % at 2 µM. 0.66% of 360,000 active; in the data active = enhancement above about 30%; also: 0% is about no effect
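TRHR-expressing cells loaded with fluo-8 calcium dye were read kinetically (ex 480/em 530) during compound addition, then stimulated with an EC20 of TRH (10 nM final). Enhancement of the Gq-mediated intracellular calcium response was scored.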
RXFP1 antagonist = antagonists of human relaxin receptor RXFP1; Q9HBX9; HEK293-RXFP1, relaxin-stimulated cAMP HTRF, 30 min; active compounds read low; activity change, negative = inhibition, % at 57.5 µM; 0.59% of 350,000 active;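 active = activity change of -60% or lower, but not beyond a set lower limit; inconclusive = change between -60% and -40%, or beyond the set limit; inactive = change above -40%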; also: % is scaled to controls: 0 for no effect and ±100 for the full control effect
D2 antag = antagonizes the human D2 dopamine receptor; HEK293 TREx D2 cells, calcium flux, dopamine EC80; 2% of 340,000 active; AID 485344; inhibition, % at 10 µM; in the data active = inhibition above about 30%; also: 0% is about no effect
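Cells plated overnight at 30 C with tetracycline; no-wash calcium dye, 30–90 min RT; 10 s baseline; compound pinned; 180 s read; EC80 dopamine added; another 180 s read.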
* hit, by the source's call; ? = inconclusive; . = no result given. Rule as the data show it, unless noted: active = activation above about 30%; inactive = the rest. A portion of the library. The share of hits here may be higher or lower than overall.

SMILES	D1 PAM	D2 ag	TRHR ag	D2 potentiator	D1 antag	D1 ag	TRHR enhancer	RXFP1 antagonist	D2 antag
CCN1/C(=C\C=C\C2=[N+](CC)c3ccccc3C2(C)C)C(C)(C)c2ccccc21	-4	50*	124*	-17	-22	204*	5	-73*	21
O=C(c1ccc2c3c(cccc13)CC2)C1CCCN(Cc2ncc[nH]2)C1 (stereo unspecified)	2	-0.4	0.6	-10	1	4	0	-12	10
CC(=NCC1CCCO1)c1c(O)n(C)c(=O)n(C)c1=O (stereo unspecified)	0	0.4	-0.1	5	4	2	4	0	21
N#Cc1cc2c(nc1SCC(=O)Nc1ccc(Cl)cc1)C1CCN2CC1	0	0.0	0.3	-19	0	12	-4	-12	12
O=C1NC(=O)N(Cc2ccccc2)C(=O)/C1=C/c1cnn(-c2ccccc2)c1	3	1.3	-0.1	9	1	-2	1	.	5
COc1ccc(CN2CCN(Cc3ccccc3F)CC2)cc1	-2	0.0	-0.1	-17	-10	3	-3	-11	31*
O=C(N/N=C/c1c(O)n(C2CCCCC2)c(=S)[nH]c1=O)c1ccccc1	-7	-1.2	1.4	0	3	6	0	4	-6
COc1ccc(-n2c(O)c(/C=C/C=Nc3ccccc3)c(=O)[nH]c2=O)cc1	-3	20	30	5	5	91*	-1	0	11
CCOc1c(Cl)cc(CNC(C)C(O)c2ccccc2)cc1OC (stereo unspecified)	-1	-0.2	0.4	-9	15	12	28	2	-12
CC(C)N1CCN(Cc2c[nH]c3ccccc23)CC1CCO (stereo unspecified)	3	1.7	1.1	4	2	3	58*	1	-1
COC(=O)C1=C(c2ccc(Cl)c(C(F)(F)F)c2)C[C@@H]2CC[C@H]1N2C(=O)N1CCC(C)CC1	0	1.2	0.4	10	-20	4	-10	.	-13
CN1CCN(S(=O)(=O)c2ccc(Cl)nc2)CC1	-2	1.3	-0.2	-2	5	4	-3	-9	2
CC(=NCCC(c1ccccc1)c1ccccc1)c1c(O)n(C)c(=O)n(C)c1=O	3	-2.7	0.7	-8	-6	1	2	-22	5
Cc1cc(OCC(=O)OC(C)C)c2c3c(c(=O)oc2c1)CCCC3	-6	1.1	0.1	1	16	1	-5	-2	7
CC(=NCCN1CCOCC1)c1c(O)n(C2CCCCC2)c(=O)[nH]c1=O	-2	0.4	0.7	1	-28	3	1	-10	-10

Entries listed so far that have sulfur:
SMILES	D1 PAM	D2 ag	TRHR ag	D2 potentiator	D1 antag	D1 ag	TRHR enhancer	RXFP1 antagonist	D2 antag
N#Cc1cc2c(nc1SCC(=O)Nc1ccc(Cl)cc1)C1CCN2CC1	0	0.0	0.3	-19	0	12	-4	-12	12
O=C(N/N=C/c1c(O)n(C2CCCCC2)c(=S)[nH]c1=O)c1ccccc1	-7	-1.2	1.4	0	3	6	0	4	-6
CN1CCN(S(=O)(=O)c2ccc(Cl)nc2)CC1	-2	1.3	-0.2	-2	5	4	-3	-9	2

3 entries from above, arranged by heavy-atom count, falling:
SMILES	D1 PAM	D2 ag	TRHR ag	D2 potentiator	D1 antag	D1 ag	TRHR enhancer	RXFP1 antagonist	D2 antag
COC(=O)C1=C(c2ccc(Cl)c(C(F)(F)F)c2)C[C@@H]2CC[C@H]1N2C(=O)N1CCC(C)CC1	0	1.2	0.4	10	-20	4	-10	.	-13
CCN1/C(=C\C=C\C2=[N+](CC)c3ccccc3C2(C)C)C(C)(C)c2ccccc21	-4	50*	124*	-17	-22	204*	5	-73*	21
CC(=NCC1CCCO1)c1c(O)n(C)c(=O)n(C)c1=O (stereo unspecified)	0	0.4	-0.1	5	4	2	4	0	21

More entries.
SMILES	D1 PAM	D2 ag	TRHR ag	D2 potentiator	D1 antag	D1 ag	TRHR enhancer	RXFP1 antagonist	D2 antag
CCN1C(=O)CC(c2cccnc2)=Nc2ccccc21	0	1.5	0.4	3	-1	2	0	0	31*
O=[N+]([O-])c1cccc(CN2CCN(Cc3ccc(Br)cc3)CC2)c1	-5	1.8	-0.1	-23	-24	-1	-5	-11	90*
NC(Cc1ccccc1)c1nc(-c2ccccc2)no1 (stereo unspecified)	-3	0.8	1.8	4	0	4	5	5	4
C[n+]1c(-c2ccccc2)sc2ccccc21	-3	0.0	-0.1	6	14	4	-3	-23	-9
CC12CN3CC(c4ccccc4)(CN(C1)C31CCCCC1)C2=O	-2	-1.1	-0.2	12	-10	0	-4	-5	17
O=[N+]([O-])c1ccc(CN2CC=C(c3ccccc3)CC2)cc1	-6	78*	-0.5	-50	-6	0	-3	-15	89*
CCc1ccccc1NC(=O)N1C[C@H]2C[C@@H](C1)c1cccc(=O)n1C2	6	-1.5	0.6	0	-6	4	-14	.	-2
Cc1cc(OCC(=O)N2CCC(C(=O)NCC(C)C)CC2)c2c3c(c(=O)oc2c1)CCCC3	-4	0.3	0.2	6	3	2	10	0	5
COc1ccc(C(=O)C2CCCN(Cc3ccc(C)s3)C2)c(OC)c1 (stereo unspecified)	-6	-0.1	0.1	-24	12	-1	23	?	-5
CN1C(=O)C(=Cc2ccc(N(C)C)c([N+](=O)[O-])c2)C(=O)N(C)C1=O	0	-0.4	0.4	.	8	0	5	.	3
CNc1ccc2nc3ccccc3[n+](C)c2c1	-3	2.3	1.2	5	-2	5	-2	-92*	12
O=c1[nH]c(=O)n(-c2cccc(Cl)c2)c(O)c1/C=N/c1ccccn1	0	0.1	-0.2	-2	-8	2	-4	-10	-5
CCCCn1c(O)c(C(C)=NCc2ccco2)c(=O)[nH]c1=O	-8	-0.1	-0.7	-6	-20	2	6	-5	11
COc1ccc(F)cc1C(=O)C1CCCN(Cc2cnc(C)s2)C1 (stereo unspecified)	3	0.5	-0.5	-18	-7	2	-8	-3	17
CCC1(c2ccc(-c3ccccc3)cc2)C(=O)NC(=O)NC1=O	-3	1.6	1.6	-6	7	19	0	-8	-3

Entries of single compounds as entered above:
Listed for O=c1[nH]c(=O)n(-c2cccc(Cl)c2)c(O)c1/C=N/c1ccccn1 = D1 PAM: 0; D2 ag: 0.1; TRHR ag: -0.2; D2 potentiator: -2; D1 antag: -8; D1 ag: 2; TRHR enhancer: -4; RXFP1 antagonist: -10; D2 antag: -5
Listed for NC(Cc1ccccc1)c1nc(-c2ccccc2)no1 (stereo unspecified) = D1 PAM: -3; D2 ag: 0.8; TRHR ag: 1.8; D2 potentiator: 4; D1 antag: 0; D1 ag: 4; TRHR enhancer: 5; RXFP1 antagonist: 5; D2 antag: 4

Continuation.
SMILES	D1 PAM	D2 ag	TRHR ag	D2 potentiator	D1 antag	D1 ag	TRHR enhancer	RXFP1 antagonist	D2 antag
C=CCn1c(O)c(/C=N/NC(=O)CCCC)c(=O)[nH]c1=S	-3	1.2	0.2	.	-4	0	-5	10	0
C/C(=N\N1CCN(C)CC1)c1c(O)[nH]c(=O)[nH]c1=O	15	1.7	-0.5	9	5	5	0	-2	-12
CC1=C2C(=O)C3C(CC=C4CC(O)CCC43C)C2CCC12OC1CC(C)CNC1C2C (stereo unspecified)	1	0.5	0.6	-7	-13	3	16	-5	-3
CCOP(=O)(OCC)c1ccc(O)cc1	-4	-0.5	1.0	-6	10	3	-1	2	4
O=C(CN1CCN(Cc2ccc(Cl)cc2)C1=O)N1CCC2(CC1)OCCO2	-5	0.4	0.1	6	-15	3	4	-3	-51
CCC(=NCc1ccco1)c1c(O)n(-c2ccccc2)c(=O)[nH]c1=O	0	-0.3	0.1	3	1	2	16	9	3
CCCc1nnc(NC(=O)CCC(=O)N2CCC3(CC2)OCCO3)s1	-3	0.8	0.8	0	4	3	24	0	1
Cc1ccc(/C=C2/C(=O)NC(=O)N(Cc3ccc(F)cc3)C2=O)o1	6	1.2	1.2	2	-4	6	-4	.	-5
O=C(CN1CCN(C(=O)COc2cccc(F)c2)CC1)Nc1ccc(Cl)c(C(F)(F)F)c1	-3	0.2	-0.2	9	-12	8	5	-1	-26
COc1ccc(Cn2c(O)c(C=NCCCn3ccnc3)c(=O)[nH]c2=O)cc1	-3	-0.7	-1.0	3	-2	1	-7	-3	-10
CN1CCN(C(=O)OC2c3nccnc3C(=O)N2c2ccc(Cl)cn2)CC1 (stereo unspecified)	-2	-2.1	0.3	-2	-9	1	27	.	10
Cc1ccc(C[n+]2c(-c3ccc(C)cc3)cc(-c3ccc(C)cc3)cc2-c2ccc(C)cc2)cc1	5	2.9	0.1	2	12	39*	-6	.	14
OC1(c2ccccc2F)CC2CCC(C1)N2CCN1CCOCC1 (stereo unspecified)	-1	1.1	0.6	-4	10	-1	4	10	-7
N/C(=N\[N+](=O)[O-])NCCCC(NC(=O)CNC(=O)c1ccccc1)C(=O)O (stereo unspecified)	-4	6.1	0.3	8	-5	3	-10	-10	-9
COc1ccccc1CCNCc1cccc(C(F)(F)F)c1	-3	0.1	0.5	7	-19	2	6	1	6
COc1ccc(C2=NS(=O)(=O)N(C)C(C(=O)N3CCC4(CC3)OCCO4)=C2)cc1OC	4	-0.1	0.0	2	-5	0	4	-13	-5
CC(Cc1ccccc1)NC(=O)C(c1ccc(N)cc1)c1ccc(N)cc1 (stereo unspecified)	-5	0.7	1.0	1	-8	1	-2	0	0
O=[N+]([O-])c1ccc(N2CCNCC2)cc1NC1CC1	4	0.5	0.5	-7	2	3	12	.	6
CCP(=S)(CC)c1ccc(N(C)C)cc1	-1	0.2	1.2	4	9	0	-7	-2	4
Cc1c(C(=O)O)cc(-c2ccccc2)n1Cc1ccccc1	-1	-0.1	0.0	-1	-12	3	6	-22	9
O=C(O)c1ccccc1NC(=O)C1C2CCC(O2)C1C(=O)O (stereo unspecified)	2	-0.1	0.3	11	9	1	-1	.	11
Cc1cc(C)cc(N2C(=O)NC(=O)/C(=C\C=C\c3ccco3)C2=O)c1	3	21	4.6	6	25	8	8	-20	22
